Screens from PubChem BioAssay.
12-hLO inh = qHTS Assay for Inhibitors of 12-hLO (12-human lipoxygenase). Potency, µM (series often up to 57.1 µM), inactives show at the highest dose activity change, negative = inhibition, most hits filed as inhibitors. actives 0.12% (n = 150,000). Polyunsaturated fatty acid lipoxygenase ALOX12 (Homo sapiens), P18054. purified 12-hLO, xylenol orange hydroperoxide absorbance; note: potency is the fitted concentration of half-maximal effect; nearly all actives have a fitted effect of over 55% in size; many of its hits are not listed in these tables
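Xylenol orange chromogenic assay: hydroperoxide from 12hLO oxidises Fe(II), giving red-shifted Fe(III)-XO absorbance. Conditions: 150 nM enzyme, 40 uM arachidonic acid, 25 mM Hepes pH 7.0, 0.01% Triton X-100, 30 min, room temperature.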
15-hLO-2 inh = qHTS Assay for Inhibitors of 15-hLO-2 (15-human lipoxygenase 2). actives 0.56% (n = 110,000). Potency, µM (highest dose often 57.1 µM), for the others: top-dose activity change, negative = inhibition, actives largely listed as inhibitors. purified 15hLO-2, xylenol orange hydroperoxide absorbance. AID 881, 2007. Polyunsaturated fatty acid lipoxygenase ALOX15B (Homo sapiens), O15296; note: potency is the fitted concentration of half-maximal effect; nearly all actives have a fitted effect of over 60% in size; many of its hits are not listed in these tables
Target sequence (O15296 whole entry, looked up): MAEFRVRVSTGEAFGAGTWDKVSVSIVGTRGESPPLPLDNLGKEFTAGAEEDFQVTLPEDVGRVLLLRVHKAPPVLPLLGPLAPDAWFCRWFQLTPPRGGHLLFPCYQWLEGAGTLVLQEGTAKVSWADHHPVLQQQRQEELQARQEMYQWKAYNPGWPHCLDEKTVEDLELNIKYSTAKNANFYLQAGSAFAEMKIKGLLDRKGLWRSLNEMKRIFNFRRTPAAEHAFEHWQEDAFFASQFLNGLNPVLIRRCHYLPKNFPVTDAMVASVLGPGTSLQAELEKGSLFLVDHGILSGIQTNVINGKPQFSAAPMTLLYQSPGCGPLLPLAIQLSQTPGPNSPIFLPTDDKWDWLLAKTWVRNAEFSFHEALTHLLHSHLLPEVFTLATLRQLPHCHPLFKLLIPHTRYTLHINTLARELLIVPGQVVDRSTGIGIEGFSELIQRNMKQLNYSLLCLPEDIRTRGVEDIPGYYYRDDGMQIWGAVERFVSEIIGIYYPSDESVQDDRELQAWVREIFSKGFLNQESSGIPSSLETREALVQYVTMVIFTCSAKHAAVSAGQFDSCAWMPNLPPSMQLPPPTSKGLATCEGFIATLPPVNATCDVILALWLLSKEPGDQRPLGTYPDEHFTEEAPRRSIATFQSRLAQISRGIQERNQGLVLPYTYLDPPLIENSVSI
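Screening format was qHTS against 50 nM purified 15hLO-2 in Hepes pH 7.5 with detergent. Activity follows hydroperoxide formation from 45 uM arachidonic acid, measured as 573:405 nm absorbance ratio of the ferric-xylenol orange complex.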
IMPase inh = qHTS Assay for Identifying the Cell-Membrane Permeable IMPase Inhibitors; Inositol monophosphatase 1 (Rattus norvegicus), P97697; CHO-M1 cells, IP1 accumulation, HTRF TR-FRET ratio; inhibition (IP1 accumulation), % at 46.1 µM; 120,000 tested, under 10 active; AID 901, 2007; active = well fitted curve in the direction sought with a large enough effect in the signal ratio, not every such curve was filed as active; inconclusive = small, poorly fitted or top-dose-only effect, or a change in a side signal; inactive = no such curve, though single readings can be large or run the other way; the % refers to the signal ratio;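 note: cells stimulated with carbachol in lithium chloride buffer; plate controls were DMSO basal wells for no effect and reference inhibitor wells for full effect; higher means more IMPase inhibition seen as more IP1 and lower FRET ratio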
Target sequence (P97697 whole entry, looked up): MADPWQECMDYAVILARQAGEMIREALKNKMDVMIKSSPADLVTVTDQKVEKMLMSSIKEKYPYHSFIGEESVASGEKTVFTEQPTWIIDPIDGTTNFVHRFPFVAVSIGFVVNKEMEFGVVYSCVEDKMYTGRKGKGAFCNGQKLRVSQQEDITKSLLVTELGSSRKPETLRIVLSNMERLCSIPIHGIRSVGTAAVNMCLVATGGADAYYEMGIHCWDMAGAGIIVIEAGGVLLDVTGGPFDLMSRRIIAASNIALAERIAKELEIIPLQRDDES
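Seeded CHO-M1 cells were dosed with compound at up to 46 uM, stimulated with carbachol for 30 min, then lysed in IP-One detection reagents. Higher IP1 lowers the TR-FRET signal.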
PNC assembly inh = High Content Assay for Compounds that inhibit the Assembly of the Perinucleolar Compartment; PC3M PTB-GFP, PNC prevalence imaging, 16 h; hits give low values; activity change (PNC), negative = inhibition, % at 10 µM; actives 3.1% (n = 140,000); AID 2417, 2010;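 active = readout at or below -70, meaning at least 70% loss of cells showing the perinucleolar compartment, a nuclear body marking cancer cells; inconclusive = readout between -30 and a set limit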;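 note: plate controls were DMSO wells for no effect and camptothecin positive control wells for full effect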
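Compounds are pinned in duplicate onto adhered PC3M cells stably expressing GFP-tagged PTB and incubated 16 h at 37 C. Cells are then fixed, nuclei stained with Hoechst, and PNC-positive cells counted.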
* = called active by the depositor; u = inconclusive; x = no result given; [ ] = another dose, or the depositor's remark. Unless noted, calls come from the whole dose curve; as a rule, active = well fitted curve in the direction sought with a large enough effect; inconclusive = small, poorly fitted or top-dose-only effect, or another doubt; inactive = no such curve, though single readings can be large; an effect the other way counts as inactive or inconclusive. Unless noted, % is set by controls: 0 for no effect and ±100 for the full control effect. This is a subset; count on the stated rates, not on these rows.

SMILES	12-hLO inh	15-hLO-2 inh	IMPase inh	PNC assembly inh
CC1=C(C(=O)Nc2ccc(C)cc2C)C(c2ccc(C)o2)NC(=O)N1 (stereo not given)	3%	-4%	-1	u
CC(C)CN(CCNC(=O)CC1Oc2ccccc2NC1=O)CC(C)C (stereo not given)	5%	4%	4	0
COC(=O)[C@@]1(Cc2ccc(OC)cc2)[C@H]2c3cc(C(=O)N(C)C)n(Cc4ccc(Cl)c(C(F)(F)F)c4)c3C[C@H]2CN1C(=O)c1ccccc1	-12%	11%	x	x
CN(C)c1nc(N)nc(N(c2ccccc2)c2ccccc2)n1	-2%	x	u	37
Cc1ccc(NC(=O)NCCN2C(=O)C3C4C=CC(C4)C3C2=O)cc1 (stereo not given)	3%	0%	-1	-2
Cc1ccccc1N1CC(c2nc3ccccc3[nH]2)CC1=O (stereo not given)	0%	0%	5	u
CCN(Cc1ccccc1)C(c1cc2cc(C)ccc2[nH]c1=O)c1nnnn1CCOC (stereo not given)	-6%	-4%	3	11
COC(=O)c1cc2c(C)[nH]c(C)c2cc(C(=O)OC)c1=O	0%	x	x	-18
Cn1cc(Br)c(C(=O)N/N=C/c2cccc(OC3CSC3)c2)n1	0%	x	x	41
Cn1cc(S(=O)(=O)Nc2ccc(Br)cc2F)c(=O)n(C)c1=O	-8%	-3%	1	36
O=C(O)/C=C(\CC(=O)O)C(=O)O	3%[11.4 µM]	1%[11.4 µM]	x	x
CCOC(=O)CNc1nnc(SCC(=O)OCC)[nH]c1=O	-7%	-11%	-5	3
COC(=O)c1c(C(=O)OC)c(-c2ccc(Cl)c(Cl)c2)n2c1CCC2	-5%	2%	8	u
COc1ccc(S(=O)(=O)N2CCC(C(=O)OCC(=O)c3ccccc3)CC2)cc1[N+](=O)[O-]	-3%	x	x	116
C=CCn1nnnc1SCC(=O)Nc1cccc(OC)c1	-7%	-1%	-3	-8
COc1ccc(C)cc1S(=O)(=O)Nc1ccccc1	1%	-3%	7	-4
Cc1onc(-c2c(Cl)cccc2Cl)c1C(=O)N1CCCc2ccccc21	-1%	-1%	10	16
CCOc1ccc2[nH]c3c(N4CCN(c5ccccn5)CC4)ncnc3c2c1	-23%	7%[2.29 µM]	1	u
CCc1cc(C(=O)NCCN(C)C)cs1	0%	10%	-4	u
CCCS(=O)(=O)N1CCCC(C(=O)NCC2CCCO2)C1 (stereo not given)	-4%	-1%	7	u
CCOC(=O)c1ccc(NC(=O)CSc2nnc(CNc3ccc(OC)cc3)n2C)cc1	-8%	-14%	9	-3
Cc1sc2ncnc(SCC(=O)c3ccc(Cl)s3)c2c1C	2%	-14%	-8	11
CN(CC(=O)N1CCc2[nH]c3ccc(F)cc3c2C1)CC1OCCO1	-4%	6%	6	-7
CCCCCCC(=O)Nc1c(O)c2ccccc2[nH]c1=O	-1%	-4%	-2	u

Looked up above.
`CCN(Cc1ccccc1)C(c1cc2cc(C)ccc2[nH]c1=O)c1nnnn1CCOC` (stereo not given) @ 12-hLO inh: -6%
`COC(=O)c1c(C(=O)OC)c(-c2ccc(Cl)c(Cl)c2)n2c1CCC2` @ 15-hLO-2 inh: 2%

Next structures
SMILES	12-hLO inh	15-hLO-2 inh	IMPase inh	PNC assembly inh
Cc1ccc(C2(C(F)(F)F)NC(=O)N3CCN=C3S2)cc1 (stereo not given)	-2%	-3%	-5	3
COc1ccc(NC(=O)CSc2nc(NS(=O)(=O)c3ccc(C)cc3)cc(=O)[nH]2)cc1	-10%	-1%	2	52
O=C(Nc1cccc(F)c1)c1cccnc1N1CCOCC1	1%	-4%	-7	25
COc1cc(NC(=O)c2cccs2)cc(OC)c1	5%	5%[11.4 µM]	3[1.84 µM]	-13
N=C(N)SC(c1ccccc1)c1ccccc1	2%[11.4 µM]	13%[11.4 µM]	x	x
O=S(=O)(c1cnc[nH]1)N1CCN(c2ccc(Cl)cc2)CC1	0%	3%	-1	-20
CCC(C)(C)C1CCC2(CC1)NC(=O)N(CC(=O)Nc1nc(-c3ccc(C)cc3)cs1)C2=O (stereo not given)	-2%	-5%	2	11
CC(C)OCC(O)CS(=O)Cc1ccccc1 (stereo not given)	2%	2%	1	-1
Cc1cnc(C(=O)Nc2cccc(S(=O)(=O)N(C)C)c2)cn1	-2%	x	12	-26
O=C(Cc1ccccc1)N1CCN(C(=O)c2ccco2)CC1	1%	x	9	6
COC(=O)CSc1nnc(-c2ccco2)o1	1%	-5%	-5	-17
Cc1onc(-c2ccccc2Cl)c1C(=O)Nc1ccc(-n2nncc2C(C)(C)C)cc1	-3%	0%	4	5
c1cncc(-c2nc(NCCN3CCOCC3)c3ccccc3n2)c1	-1%	15%	x	x
COC(=O)c1ccc(Cl)c(NC(=O)NC2CCCCC2)c1	-4%	-5%	1	u
CC(C)CC(=O)NC(=S)N(Cc1ccccc1)Cc1ccccc1	-18%	x	x	18
O=C(Nc1ccc(-c2noc(CCc3ccccc3)n2)cc1)c1ccco1	5%	6%	2	-89*
COc1cc(C(c2c(C)[nH][nH]c2=O)c2c(C)[nH][nH]c2=O)ccc1OC(=O)c1cccc([N+](=O)[O-])c1	-15%	37%[activator]	6	-15
Cn1cccc1Cc1nnc(SCC(=O)N2CCCc3ccccc32)n1-c1ccc(F)cc1	-2%	x	u	19
CC(C)CN(CC(C)C)S(=O)(=O)N1CCC(C(=O)NCc2cccs2)CC1	9%	-12%	6	-15
COC(=O)CCC(=O)NC(=S)Nc1cc(Cl)ccc1Cl	-5%	-8%	-7	20
CC1CCCN(c2nc3ccccc3nc2C(C#N)S(=O)(=O)c2ccccc2)C1 (stereo not given)	-11%	u	-25	-15
CC(C)OC(=O)CN1CCN(C2c3ccccc3-c3ccccc32)CC1	3%	14%	-1	u
O=C(NC1CCCCC1)[C@H](CSCc1ccccc1)N1Cc2ccccc2C1=O	-9%	x	x	22
Cc1onc(-c2ccccc2)c1C(=O)Nc1nc(-c2cc(F)ccc2F)cs1	1%	1%	5	-3

Structures listed above marked active in PNC assembly inh.
structure | 12-hLO inh | 15-hLO-2 inh | PNC assembly inh
O=C(Nc1ccc(-c2noc(CCc3ccccc3)n2)cc1)c1ccco1 | 5% | 6% | -89*

Entries of single compounds from above. Order of screens: 12-hLO inh, 15-hLO-2 inh, IMPase inh, PNC assembly inh
O=C(Nc1ccc(-c2noc(CCc3ccccc3)n2)cc1)c1ccco1 reads 5%, 6%, 2, -89*
CC1CCCN(c2nc3ccccc3nc2C(C#N)S(=O)(=O)c2ccccc2)C1 (stereo not given) reads -11%, u, -25, -15
CC(C)CC(=O)NC(=S)N(Cc1ccccc1)Cc1ccccc1 reads -18%, x, x, 18

The list continues:
SMILES	12-hLO inh	15-hLO-2 inh	IMPase inh	PNC assembly inh
CC1=NC(C)(C)Cc2ccccc21	4%	-3%	-11	-4
C/C(=N\NC(=O)c1cccs1)C(C)(C)C	-1%	x	x	-18
O=C1C(c2ccc(F)cc2)N(Cc2ccc3c(c2)OCO3)C(=O)CN1C1CCCCCC1 (stereo not given)	0%	5%	11	-7
O=S(=O)(c1cccc2cccnc12)N1CCN(c2ccccc2)CC1	4%	6%	6	-9
CC(C)c1ccc(/C=N/NC(=O)CN(c2cccc(Cl)c2Cl)S(C)(=O)=O)cc1	-30%	2%	8	12
COc1ccc(CCNC(=O)CN2CCOc3ccccc32)cc1OC	2%	x	x	38
O=C1S/C(=C\c2ccc(N3CCOCC3)o2)C(=O)N1Cc1c(F)cccc1Cl	-20%	6.3µM*	9	28
Cc1ccc(NC(=O)CC2CS(=O)(=O)CC2CC(=O)Nc2ccc(C)c(C)c2)cc1C (stereo not given)	0%	5%	5	59
O=C(CSc1ncnc2c1oc1ccccc12)Nc1cccc(C(F)(F)F)c1	-5%	2%	-12	13
CCOC(=O)c1c(NC(=S)NC(C)=O)sc(C)c1C	1%	x	-8	7
CNC(=O)/C=C1\NC(C)(C)Cc2c1ccc1ccccc21	-14%	-9%	9	26
CN(CC(=O)Nc1ccc(F)c(F)c1F)C1CCCCC1	6%	-9%	-7	-17
CC(Sc1nncn1C)C(=O)Nc1ccc(Cl)cn1 (stereo not given)	1%	x	-6	36
S=C([S-])NCCNC(=S)[S-].[Zn+2]	-21%	u	x	x
Cn1c(=O)[nH]c(=O)c2c1nc(Br)n2CCC(=O)c1ccccc1	0%	0%	3	-5
CC1CC2=C(C(=O)O1)C(c1ccc(Cl)cc1)Nc1ccccc1N2 (stereo not given)	-3%	x	x	-10
COc1ccc(OCC(O)Cn2c(Nc3cccc(C)c3)nc3c2c(=O)n(C)c(=O)n3C)cc1 (stereo not given)	4%	x	x	39
O=C(COc1ccc2c3c(c(=O)oc2c1)CCC3)c1ccc2c(c1)OCO2	-23%	-28%	0	29
COc1cc(C2c3c(-c4cc(Cl)c(C)cc4O)n[nH]c3C(=O)N2Cc2cccnc2)ccc1O (stereo not given)	-19%	-8%	2	40
CCOC(=O)C1CCN(C(=O)c2ccccc2N(C)S(C)(=O)=O)CC1	-2%	1%	2	-1
COc1ccc(N2CCN(c3ccc([N+](=O)[O-])cc3Cl)CC2)cc1	-4%	x	x	u
O=S(=O)(NCc1ccccc1)c1ccc(S(=O)(=O)N2CCCCC2)cc1	1%	-8%	-11	36
CCN(CC)S(=O)(=O)c1cccc(C(=O)N/N=C/c2cc(OC)c(O)c(OC)c2)c1	-3%	x	8	-12
C#CCOC(=O)c1ccccc1C(=O)OCC#C	-3%	4%	0	20
O=C(O)CCC(=O)N1CCc2cc(S(=O)(=O)N3CCN(c4ccc(F)cc4)CC3)ccc21	-1%	9%	3	14
COc1ccc(C)cc1NC(=O)CSc1nnc(-c2ccco2)n1N	-4%	1%	1	45
C/C=C(\C)c1nnc(NC(=O)C(C)C)s1	-5%	0%	9	35
COc1ccc(NS(=O)(=O)c2cc(C)ccc2NC(=O)c2cc(C)oc2C)cc1	-17%	-15%	21	1
CN(CCO)c1ccc([N+](=O)[O-])cc1C(=O)O	2%	-10%	-4	6
CCOn1c(SCC)nc2ccccc2c1=O	0%	-10%	4	u
Cc1ccc(N(CC(=O)Nc2ccc(F)cc2)S(=O)(=O)N2CCCC2)cc1	-11%	1%	7	u
O=C(Oc1ccc2c3c(c(=O)oc2c1)CCCC3)c1cccs1	-1%	x	x	53
O=C(O)c1cc(O)c(O)c(O)c1	5%	10%	x	x
Cc1ccc(C2CC(=O)NC(SCC(=O)OCc3ccccc3)=C2C#N)o1 (stereo not given)	-4%	-6%	-1	-14
O=c1oc2cc(O)ccc2cc1-c1ccc(F)cc1	-7%	-1%	u	13
Cc1cc(C(=O)CSc2nnc(-c3cccnc3)n2-c2ccccc2)c(C)n1CC1CCCO1 (stereo not given)	0%	-1%	-8	35
O=C(Nc1ccc(N2CCOCC2)c(Cl)c1)c1c(F)c(F)c(F)c(F)c1F	4%	-3%	13	16
COc1ccccc1-c1ccc(NC2CCCC2)nn1	6%	x	8	42
COc1ccc(C(=O)Oc2ccc(C(=S)N3CCCC3)cc2)cc1OC	-1%	x	x	u
Nc1[nH]ncc1N=Nc1ccc(Cl)cc1	-21%	16%	5	-12
COc1ccc(NC(=O)CSc2nc3ccccc3c(=O)n2CCNC(C)=O)cc1	-3%	1%	1	14
NC(=O)CCc1c[nH]c2ccccc12	3%	-4%	8	30
Cc1ccc(-n2nnnc2SCC(=O)N2CCCCC2)cc1	5%	2%	1	17
O=C(CCN1CCOCC1)Nc1ccccc1	1%	2%	1	28
Cc1ccccc1NC(=O)Nc1cccs1	-7%	-18%	2	u
Cc1csc(Sc2ccc([N+](=O)[O-])cc2C(=O)OCC(=O)NC2CCCC(C)C2C)n1 (stereo not given)	5%	-7%	8	u
Cc1ccccc1OCCC(=O)Nc1cccc(S(=O)(=O)Nc2ccccc2Cl)c1	-1%	x	x	29
